PMK inhibit: inhibitors of Streptococcus pneumoniae phosphomevalonate kinase; purified PMK, PK/LDH-coupled NADH absorbance 340 nm; inhibition, % at 10 µM; hit rate 0.49% among 65,000; AID 539;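 active = top-ranked compounds by inhibition in the single 10 µM screen, taking a fixed number of the strongest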;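 note: 0% = full reaction with DMSO carrier and 100% = background rate without enzyme reaction; no value below 0 was filed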
LYP phosphatase: LYP phosphatase inhibitors, primary screen, biochemical, DiFMUP fluorescence, recombinant catalytic domain, 10 µM (AID 606); recombinant LYP catalytic domain, DiFMUP fluorescence; higher % means a stronger effect; one-dose inhibition, % at 10 µM; IC50 in µM for titrated hits; 52,000 tested, under 10 active;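 active = IC50 under 40 µM in the dose-response test; inactive = IC50 of 40 µM or more, or never dose-tested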
Bfl-1 displacement: displacement of Bid BH3 peptide from Bfl-1 – biochemical, fluorescence polarization, FITC-Bid, mouse, primary screen (AID 432) | FITC-Bid BH3 peptide fluorescence polarization displacement; higher % means a stronger effect | one-dose displacement, % at 20 µM; IC50 in µM for titrated hits | hit rate 0.02% among 64,000; in the data active = a potency from the dose series; inactive = the rest, 99 in 100 with displacement below about 15%; note: strong numbers were not always called active
HPDE-C7K KRASV12: cytotoxicity in KRAS-transformed pancreatic duct cells, primary screen, cell-based, fluorescence, HTS (AID 431) | HPDE-C7K KRASV12 cells, Alamar Blue viability, 48 h; higher % means a stronger effect | one-dose cytotoxicity, % at 10 µM; EC50 in µM for titrated hits | hit rate 1.7% among 63,000;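 active = compounds whose percent cytotoxicity in the single-dose primary screen, scaled between solvent and toxic-drug controls, exceeds 50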;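 note: 0% = DMSO solvent wells and 100% = doxorubicin-treated wells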
HPDE-C7 cytotoxicity: cytotoxicity in HPDE-C7 cells, cell-based, fluorescence, HTS (AID 430); hit rate 1.8% among 63,000; one-dose cytotoxicity, % at 10 µM; EC50 in µM for titrated hits; HPDE-C7 pancreatic duct cells viability, fluorescence; higher % means a stronger effect;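 note: cells exposed to compound for 48 hours before viability readout; 0% = vehicle and 100% = reference cytotoxic drug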
HT1080 viability: cytotoxicity in HT1080 fibrosarcoma cells, cell-based, fluorescence readout (AID 620). hit rate 0.42% among 87,000. cytotoxicity, % at 10 µM, or EC50 in µM where a hit was titrated. HT1080 viability, fluorescence; higher % means a stronger effect;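 note: cells exposed to compound overnight then 4 h with Alamar Blue; 0% = vehicle DMSO and 100% = killing control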
Spn DPM-DC inh: S. pneumoniae DPM-DC inhibition. purified DPM-DC, PK/LDH coupled NADH fluorescence. calls only at 10 µM. hit rate 0.49% among 65,000. AID 556;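 active = the 320 compounds with the highest percent inhibition in the single-dose primary screen, excluding strongly autofluorescent ones, cut at about 32% in these data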;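 note: kinetic rate of NADH fluorescence loss reporting ADP formed by the decarboxylase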
TNAP inhibition: inhibition of tissue-nonspecific alkaline phosphatase – biochemical, luminescent (AID 518); hit rate 0.09% among 64,000; purified TNAP enzyme, luminescent substrate readout; higher % means a stronger effect; inhibition, % at 20 µM; hits with a dose series show IC50 in µM; in the data active = a potency from the dose series; inactive = the rest, 99 in 100 with inhibition below about 22%;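 note: plate controls were vehicle for no effect and reference inhibitor for full effect; many of its hits are not listed in these tables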
MK inhibit: S. pneumoniae mevalonate kinase inhibition; purified MK, PK/LDH-coupled NADH absorbance 340 nm; inhibition, % at 10 µM; hit rate 0.48% among 65,000;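 active = ranked among the strongest by inhibition in the single 10 µM screen, a fixed top-ranked set picked for dose follow-up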; note: no value below 0 was filed
PMK inhibit pilot replicates: also measured in PMK inhibit; calls as there; inhibition, %; measured here: pilot screen replicates
MK inhibit pilot replicates: further read-out of MK inhibit, marked with its call; inhibition, %; measured here: pilot screen replicates
Spn DPM-DC inh pilot screen %: also measured in Spn DPM-DC inh; calls as there; inhibition, %; measured here: pilot screen trials
An asterisk follows results filed as active; i = inactive; . = no result given; + = active, no number; [ ] = remark or other dose. Cut-off read from the data, not from the text of the source, unless noted: active = cytotoxicity above about 50%; inactive = the rest.

SMILES | PMK inhibit | LYP phosphatase | Bfl-1 displacement | HPDE-C7K KRASV12 | HPDE-C7 cytotoxicity | HT1080 viability | Spn DPM-DC inh | TNAP inhibition | MK inhibit | others
c1cn(-c2ncnc3sc4c(c23)CCCC4)cn1 | 2 | 2% | -1% | -10% | -10% | -8% | i | 2% | 1
COc1cc(Br)cc(-c2nc3c(c(=O)[nH]c(=O)n3Cc3ccccc3)n2C)c1O | 14 | 2% | -9% | . | . | 1% | i | 11% | 4
N#Cc1c(NC(=O)CSc2nc3ccccc3c(=O)n2Cc2ccco2)sc2c1CCCC2 | 12 | 4% | -3% | 4% | 11% | 2% | i | 9% | 14
CCOCCCn1c(=NC(=O)c2cccnc2)c(C(=O)OCC)cc2c(=O)n3ccccc3nc21 | 10 | 12% | 8% | -13% | -8% | -11% | . | 2% | 8
CCOc1cccc(C=Nc2cc(C)cc(C)c2O)c1O | 0 | . | -5% | -10% | 5% | -13% | i | 15% | 2
Cc1c(NC(=O)c2cc(C(C)C)on2)c(=O)n(-c2ccccc2)n1C | 5 | 0% | -6% | -9% | -15% | 0% | i | 7% | 7
O=C(CN(CC(=O)N1CCOCC1)S(=O)(=O)c1ccc(Br)s1)N1CCOCC1 | 0 | 8% | -9% | -10% | -8% | 2% | i | 4% | 2
Oc1ccccc1CNn1cnnc1 | 9 | 13% | -6% | 8% | 2% | -4% | i | 6% | 0
O=C(O)CCc1ccc(-c2ccccc2)n1NC(=O)c1ccco1 | 7 | 13% | -11% | -6% | 2% | -3% | i | 4% | 9
COc1cccc(-c2nnc3sc(-c4ccc(Cl)cc4)nn23)c1 | 1 | 1% | 4% | -24% | -1% | 11% | i | 13% | 7
O=C(Oc1ccc(-c2cnc3ccccc3n2)cc1)c1ccco1 | 4 | 6% | -3% | -2% | 0% | -1% | i | 11% | 4
CCS(=O)(=O)c1nc(NC(C)=O)n[nH]1 | 16 | 2% | 2% | 7% | 0% | -8% | i | 7% | 0
C/C(Nc1ccc(F)cc1)=C(/C#N)C(N)=O | 0 | -7% | -6% | -21% | -21% | 7% | i | 10% | 6
CC(C)C(OC(=O)c1ccco1)C(=O)NC1CCCCC1 (stereo not drawn) | 15 | 6% | 7% | -4% | 1% | 5% | i | 14% | 0
COc1ccccc1NC(=O)CSc1nccc(=O)[nH]1 | 0 | -16% | -1% | -4% | -3% | 5% | i | 4% | 6
NC(=O)C1CC(=O)N(c2ccc(OCC(=O)Nc3cccc(C(F)(F)F)c3)cc2)C1 (stereo not drawn) | 13 | 0% | 2% | 4% | -4% | 2% | i | 6% | 4
Cc1cc(C(=O)OCC(=O)N2CC(=O)Nc3ccccc32)no1 | 10 | 10% | -15% | -22% | -25% | -5% | i | 6% | 3
Cc1cc(=O)oc2cc(OCC(=O)N3c4ccccc4CC3C)ccc12 (stereo not drawn) | 14 | 9% | 1% | 14% | 4% | 5% | i | -1% | 0
CCOC(=O)c1ccc(N2C(=O)c3n[nH]c(C)c3C2c2ccc(OC)c(OC)c2)cc1 (stereo not drawn) | 0 | 4% | -5% | 1% | -1% | 21% | i | 2% | 12
COc1cc(C2N(c3ccc(Cl)cc3)C(=O)C3CCCN32)cc(OC)c1OC (stereo not drawn) | 2 | . | -3% | 9% | 2% | 4% | i | 4% | 7
O=C(C1CCCO1)N1CCN(c2c3c(nc4cc(-c5ccc(F)cc5)nn24)CCC3)CC1 (stereo not drawn) | 14 | . | -4% | 5% | -9% | -10% | i | 15% | 10
COc1ccccc1N1CCN(C(=O)c2cc(C3CC3)on2)CC1 | 0 | -6% | -2% | 10% | 8% | -1% | i | 5% | 5 | PMK inhibit pilot replicates=0.0;MK inhibit pilot replicates=0.0;Spn DPM-DC inh pilot screen %=0.0
CCC12CN3CC(CC)(CN(C1)C3c1ccc(OC(C)C)cc1)C2=O (stereo not drawn) | 7 | . | . | . | . | 7% | i | . | 2 | PMK inhibit pilot replicates=0.0;MK inhibit pilot replicates=1.0;Spn DPM-DC inh pilot screen %=0.0
COc1cccc(CN2CCN(C(=O)c3cccc4ccccc34)CC2)c1OC | 9 | -2% | -7% | 4% | 2% | 15% | i | 4% | 7
Clc1ccc2c(c1)[C@H]1OCC[C@H]1[C@@H](c1ccco1)N2 | 8 | -4% | -4% | 16% | 10% | 10% | +[fluoresces] | 10% | 13 | PMK inhibit pilot replicates=2.5;MK inhibit pilot replicates=2.5;Spn DPM-DC inh pilot screen %=33*
Further records.
SMILES | PMK inhibit | LYP phosphatase | Bfl-1 displacement | HPDE-C7K KRASV12 | HPDE-C7 cytotoxicity | HT1080 viability | Spn DPM-DC inh | TNAP inhibition | MK inhibit | others
O=C(Nc1cccc(C(F)(F)F)c1)C1C2CC3OC(=O)C1C3C2 (stereo not drawn) | 2 | . | 0% | -7% | 0% | 0% | i | 12% | 6
Cc1ccc(Nc2nc(N)nc(CN3CCN(C)CC3)n2)cc1C | 14 | -25% | -1% | -28% | -33% | -9% | i | 9% | 9
Oc1ccc2c(c1)oc1cc(O)ccc12 | 5 | 8% | -2% | 57%* | 56%* | -21% | i | 13% | 7
CC(=O)N(Cc1cc2cc(C)c(C)cc2n2nnnc12)CC1COCCO1 (stereo not drawn) | 18 | . | -2% | 0% | -7% | -16% | i | 2% | 0
COc1ccccc1NC(=O)CSc1nnc(C)o1 | 0 | 8% | -8% | 6% | -3% | 6% | i | 7% | 8
CN(C)c1ccc(NC(=O)CSCc2nc3c(nnn3Cc3ccc(F)cc3)c(=O)[nH]2)cc1 | 12 | 7% | 1% | 18% | -1% | -2% | i | 13% | 0 | PMK inhibit pilot replicates=3.0;MK inhibit pilot replicates=1.5;Spn DPM-DC inh pilot screen %=11
Cc1cc(C)c(C(=O)OCCNC(=O)c2cccnc2)cc1C | 7 | 4% | 0% | -4% | -9% | -15% | i | 5% | 8
CCOC(=O)C1=C(N)n2c(s/c(=C\c3cccnc3)c2=O)=C(C#N)C1c1cccnc1 (stereo not drawn) | 12 | . | -10% | -12% | -6% | 3% | i | 4% | 0
Cc1ccc(S(=O)(=O)CC(=O)Nc2ccc(S(=O)(=O)Nc3onc(C)c3C)cc2)cc1 | 0 | 10% | 0% | -11% | -3% | 3% | i | 8% | 6
COc1ccc(S(=O)(=O)N2CCCC2C(=O)Nc2nc3c(s2)CCCC3)cc1 (stereo not drawn) | 11 | 12% | 3% | 4% | 3% | 8% | i | 12% | 10
COc1ccc(CCC(=O)NCc2cnn(C)c2)cc1 | 0 | -2% | 0% | -7% | -2% | 7% | i | 7% | 6
COc1cccc(-c2nnc(SCC(N)=O)n2-c2ccc(Cl)cc2)c1 | 2 | -2% | -6% | 6% | 14% | 0% | i | 5% | 4 | PMK inhibit pilot replicates=1.5;MK inhibit pilot replicates=0.0;Spn DPM-DC inh pilot screen %=2.5
Cc1n[nH]c(C)c1S(=O)(=O)N(CC(=O)N1CCc2ccccc21)c1ccc(C(C)C)cc1 | 0 | 3% | -5% | -20% | -19% | -2% | i | 4% | 0
COc1ccc(-n2cnc3cc(NCc4cccs4)ccc32)cc1 | 0 | 7% | -4% | 7% | 1% | 1% | i | 4% | 8
COc1ccc(C2(O)CCN(C(=O)c3ccc4c(c3)OCO4)CC2)cc1 | 16 | 8% | -4% | -13% | -9% | 0% | i | 14% | 3
CCOC(=O)C1=C(N)OC2=C(C(=O)CC(C)(C)C2)C1c1ccco1 (stereo not drawn) | 9 | 14% | 7% | -4% | -13% | 4% | i | 19% | 11 | PMK inhibit pilot replicates=8.0;MK inhibit pilot replicates=10;Spn DPM-DC inh pilot screen %=2.0
C/C(=N\O)C1(C)N(O)C(C)(C)C(c2ccco2)=[N+]1[O-] (stereo not drawn) | 1 | . | -3% | 10% | 10% | 6% | i | 6% | 0
O=c1nc(NCc2ccco2)sc2ncccc12 | 5 | -2% | 1% | -5% | -4% | 5% | i | 7% | 11
Nc1nnc(SCC(=O)Nc2ccccc2N2CCOCC2)s1 | 0 | 4% | 1% | -10% | -17% | 2% | i | -4% | 4
Cc1c(NC(=O)c2cccc(NC(=O)c3ccco3)c2)cccc1C(=O)O | 7 | 8% | 2% | -5% | 4% | 1% | i | 1% | 15
Cn1nnc2cc(C(=O)Nc3cccnc3)ccc21 | 4 | 10% | -4% | 20% | 24% | 6% | i | 6% | 0
O=C(NC1CCS(=O)(=O)C1)c1ccc(S(=O)(=O)NCC2CCCO2)cc1 (stereo not drawn) | 8 | -2% | -7% | -4% | 2% | 0% | i | 5% | 7
O=C(Nc1ccc(NC(=O)c2ccco2)cc1)c1cnccn1 | 0 | 12% | 4% | 2% | -11% | 0% | i | 8% | 0

An excerpt from the list above, for reference:
SMILES | PMK inhibit | LYP phosphatase | Bfl-1 displacement | HPDE-C7K KRASV12 | HPDE-C7 cytotoxicity | HT1080 viability | Spn DPM-DC inh | TNAP inhibition | MK inhibit | others
Cc1n[nH]c(C)c1S(=O)(=O)N(CC(=O)N1CCc2ccccc21)c1ccc(C(C)C)cc1 | 0 | 3% | -5% | -20% | -19% | -2% | i | 4% | 0
COc1ccc(-n2cnc3cc(NCc4cccs4)ccc32)cc1 | 0 | 7% | -4% | 7% | 1% | 1% | i | 4% | 8
COc1ccc(C2(O)CCN(C(=O)c3ccc4c(c3)OCO4)CC2)cc1 | 16 | 8% | -4% | -13% | -9% | 0% | i | 14% | 3
CCOC(=O)C1=C(N)OC2=C(C(=O)CC(C)(C)C2)C1c1ccco1 (stereo not drawn) | 9 | 14% | 7% | -4% | -13% | 4% | i | 19% | 11 | PMK inhibit pilot replicates=8.0;MK inhibit pilot replicates=10;Spn DPM-DC inh pilot screen %=2.0
C/C(=N\O)C1(C)N(O)C(C)(C)C(c2ccco2)=[N+]1[O-] (stereo not drawn) | 1 | . | -3% | 10% | 10% | 6% | i | 6% | 0
O=c1nc(NCc2ccco2)sc2ncccc12 | 5 | -2% | 1% | -5% | -4% | 5% | i | 7% | 11
Nc1nnc(SCC(=O)Nc2ccccc2N2CCOCC2)s1 | 0 | 4% | 1% | -10% | -17% | 2% | i | -4% | 4
Cc1c(NC(=O)c2cccc(NC(=O)c3ccco3)c2)cccc1C(=O)O | 7 | 8% | 2% | -5% | 4% | 1% | i | 1% | 15
Cn1nnc2cc(C(=O)Nc3cccnc3)ccc21 | 4 | 10% | -4% | 20% | 24% | 6% | i | 6% | 0
O=C(NC1CCS(=O)(=O)C1)c1ccc(S(=O)(=O)NCC2CCCO2)cc1 (stereo not drawn) | 8 | -2% | -7% | -4% | 2% | 0% | i | 5% | 7
O=C(Nc1ccc(NC(=O)c2ccco2)cc1)c1cnccn1 | 0 | 12% | 4% | 2% | -11% | 0% | i | 8% | 0

Compound activity as filed in PubChem BioAssay.
